LEDGF integ inh: blockers of LEDGF/p75-dependent integrase strand transfer – biochemical, TR-FRET, high throughput, primary screen; 0.64% of 370,000 active; inhibition, % at 3.7 µM; TR-FRET IN-LEDGF/p75 DNA integration, Eu/Cy5; AID 743269, 2014; HIV-1 integrase (with human LEDGF/p75);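 active = inhibition above the screen-wide mean plus 3 SD, cut at about 13% in these data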;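 also: signal is the Cy5 over europium emission ratio at 671 and 618 nm; 0% = plate median of compound wells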
PRMT1 inh: PRMT1 methyltransferase inhibitors, primary screen, biochemical, fluorescence polarization; recombinant PRMT1, activity-based probe fluorescence polarization; inhibition, % at 2.79 µM; AID 652257, 2013; 1.3% of 370,000 active; Protein arginine N-methyltransferase 1 (Homo sapiens), Q99873;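 active = inhibition above about 21% made by adding two undisclosed values, limit read from the data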
UHRF1 binding: UHRF1 methylated DNA binding inhibitors, primary screen, counter-screen for MBD2 inhibitor project, biochemical, TR-FRET, human UHRF1, single concentration | 0.75% of 370,000 active | UHRF1 binding to methylated oligo | E3 ubiquitin-protein ligase UHRF1 (Homo sapiens), Q96T88 | AID 687016, 2013 | inhibition, % at 4.4 µM; in the data active = inhibition above about 21%;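 also: UHRF1 SRA domain binding a hemimethylated CpG hairpin DNA probe; 0% = median of test compound wells and 100% = reference inhibitor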
Tn7 DDE FP: inhibitors of Tn7 peptide binding to fibrin DD(E), primary screen, biochemical, fluorescence polarization, human fibrin, Tn7 probe. Fibrinogen beta chain (Homo sapiens), P02675. FP displacement of FITC-Tn7 peptide from fibrin DD(E); 0% = median of compound wells per plate. inhibition, % at 8.3 µM. 0.13% of 370,000 active. AID 720508, 2013;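 active = inhibition above the mean of compounds falling within the control limits plus 3 SD of them, cut at about 14% in these data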;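 also: 0% = plate median of compound wells and 100% = 10 µM Aha-Tn7 peptide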
Target sequence (P02675 whole entry, looked up): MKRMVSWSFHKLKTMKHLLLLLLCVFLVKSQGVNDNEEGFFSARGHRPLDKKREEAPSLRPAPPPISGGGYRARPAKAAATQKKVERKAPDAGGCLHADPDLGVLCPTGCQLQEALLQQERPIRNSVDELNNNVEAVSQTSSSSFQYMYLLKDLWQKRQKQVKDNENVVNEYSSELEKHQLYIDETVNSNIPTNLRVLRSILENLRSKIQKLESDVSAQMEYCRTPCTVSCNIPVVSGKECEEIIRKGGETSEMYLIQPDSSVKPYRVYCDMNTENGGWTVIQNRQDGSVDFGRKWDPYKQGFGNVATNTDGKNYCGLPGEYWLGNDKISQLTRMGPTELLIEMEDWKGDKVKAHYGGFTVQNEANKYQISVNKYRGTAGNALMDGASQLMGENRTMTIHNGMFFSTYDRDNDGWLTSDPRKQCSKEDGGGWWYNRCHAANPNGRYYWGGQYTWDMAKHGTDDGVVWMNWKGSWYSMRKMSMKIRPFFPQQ
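Also added: labelled Tn7 tracer, 0.1 µM; Assay system: human fibrin DD(E) protein; Amount: 2 µM fibrin DD(E); Schedule: 10 min compound pre-incubation, 3 h probe incubation at room temperature; Repeats: one replicate per compound; Read-out basis: percent inhibition; Measured by: fluorescence polarization of the labelled Tn7 tracer.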
HTRA1 inh: HTRA1 serine protease inhibitors, primary screen, biochemical, fluorescence polarization, HTS. Q92743. recombinant HTRA1, FP-rhodamine activity-based probe. inhibition, % at 5.96 µM. 0.5% of 340,000 active. AID 504803, 2011; in the data active = inhibition above about 36%;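 also: 0% = enzyme with DMSO and 100% = wells lacking enzyme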
PG9 Ab binder: binders of HIV-1 gp120 antibody PG9, primary screen, biochemical, TR-FRET | HIV-1 gp120 / PG9 antibody interaction | TR-FRET gp120-PG9 antibody binding | inhibition, % at 6.7 µM | 0.43% of 360,000 active; in the data active = inhibition above about 8.5%
mABHD4 FP: ABHD4 inhibitors, primary screen, biochemical, fluorescence polarization, mouse | purified mABHD4, FP-Rh probe fluorescence polarization | AID 720543, 2013 | 0.54% of 370,000 active | inhibition, % at 8.92 µM | (Lyso)-N-acylphosphatidylethanolamine lipase (Mus musculus), Q8VD66;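 active = inhibition exceeding the mean over every tested compound plus 3 SD, cut at about 30% in these data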;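 also: 0% = plate median of compound wells and 100% = S159A mutant with DMSO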
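assay system = mABHD4 protein | compound dosing = single nominal dose of 8.92 µM, 0.89% DMSO final | read-out basis = percent inhibition of probe binding, normalized to plate controls | schedule = Enzyme–compound pre-incubation 45 min, then probe 60 min, both 25 °C | detection = fluorescence polarization, excitation 525 nm, emission 598 nm, BODIPY TMR filters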
TDP2 inh: human TDP2 enzyme inhibitors, primary screen, biochemical, epi absorbance, recombinant enzyme | Tyrosyl-DNA phosphodiesterase 2 (Homo sapiens), O95551 | T5PNP hydrolysis, p-nitrophenol absorbance 415 nm | inhibition, % at 12.8 µM | 0.34% of 370,000 active | AID 720702, 2013;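 active = inhibition above the mean of all tested compounds plus 3 SD, set per campaign, cut at about 25% in these data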;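 also: 0% = DMSO with enzyme and 100% = buffer with substrate but no TDP2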
Target sequence (O95551 whole entry, looked up): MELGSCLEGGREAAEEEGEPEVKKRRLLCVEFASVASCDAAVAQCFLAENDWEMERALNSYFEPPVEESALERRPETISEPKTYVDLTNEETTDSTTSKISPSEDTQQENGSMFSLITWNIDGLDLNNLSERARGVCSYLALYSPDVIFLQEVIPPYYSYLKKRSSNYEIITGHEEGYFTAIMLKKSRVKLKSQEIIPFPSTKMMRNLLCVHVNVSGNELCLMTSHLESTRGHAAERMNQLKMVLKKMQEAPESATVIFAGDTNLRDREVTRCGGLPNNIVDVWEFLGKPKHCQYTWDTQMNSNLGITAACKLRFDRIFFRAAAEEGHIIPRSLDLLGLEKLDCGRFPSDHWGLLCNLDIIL
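test system = human TDP2 enzyme | input = TDP2 enzyme at 120 nM final | medium = 50 mM Tris-HCl pH 7.5 with Mg2+, KCl, DTT, BSA | also added = T5PNP substrate, 5 mM | times = 2 h at 37 °C | technique = epi absorbance | benchmarks = high control without enzyme, low control DMSO plus TDP2 | replication = each compound tested once, singlicate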
TCR-CD3 inh: inhibitors of human TCR-CD3 interaction, primary screen, biochemical, fluorescence, TAMRA-labeled TCR probe | inhibition, % at 9.4 µM | 0.37% of 360,000 active | AID 651800, 2012; in the data active = inhibition above about 19%;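 also: recombinant mutant TCR 2C K166C tagged with TAMRA read by polarization; 0% = receptor in buffer alone and 100% = receptor with positive control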
SIAE inh: human SIAE inhibitors, primary screen, biochemical, fluorescence polarization, FP-Rh probe, 1536-well HTS. SIAE FP-Rh probe binding. AID 1053197, 2014. 0.69% of 370,000 active. inhibition, % at 9.66 µM;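 active = inhibition above a cutoff: mean of compounds within the control limits plus 3 SD of those, cut at about 17% in these data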;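 also: 0% = plate median of compound wells and 100% = probe without SIAE protein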
Starred values were filed as active, the others as inactive; x = no result given.

compound,LEDGF integ inh,PRMT1 inh,UHRF1 binding,Tn7 DDE FP,HTRA1 inh,PG9 Ab binder,mABHD4 FP,TDP2 inh,TCR-CD3 inh,SIAE inh
COc1ccc(N(CC(=O)NCc2cccs2)S(=O)(=O)c2cccc(C)c2)cc1,-2,0,-1,6,-9,-0.1,0,-8,6,-9
C[C@H](CO)N1C[C@H](C)[C@@H](CN(C)C(=O)Cc2ccccc2)OCc2cn(nn2)CCCC1=O,-3,1,-1,5,x,-0.7,4,6,1,7
CC(=O)c1ccccc1NC(=O)CCNC(=O)c1ccco1,0,3,2,4,2,-0.2,0,-8,-2,8
O=[N+]([O-])c1ccccc1-n1cnc2ccccc21,1,-2,0,-5,-6,-1.9,2,-4,4,-3
Cc1cccc(COCCN2CCN(S(=O)(=O)c3ccccc3)CCC2=O)c1,3,-1,2,-2,1,-2.2,3,6,-3,-1
CC#CCN(Cc1ccco1)C(=O)C1CCC(=O)N(Cc2ccccc2F)C1 (configuration not stated),0,0,0,3,1,-0.1,-1,3,-3,2
CCN(CC)S(=O)(=O)c1ccc2[nH]c(=O)[nH]c2c1,-1,-2,2,3,2,1.2,3,4,6,-3
O=C(CCNC(=O)C1CCN(S(=O)(=O)c2ccc(F)cc2)CC1)NCc1ccc(Cl)cc1,2,2,0,5,9,-0.1,2,14,3,1
COc1ccc(OC)c(CNC(=O)COc2cc(=O)n(C)c3ccccc23)c1,0,-2,-2,7,1,0.9,0,-3,5,2
Cc1cc(C)c2c(N)c(C(=O)c3cccc(Cl)c3)sc2n1,-1,0,-4,5,-2,-1.9,4,9,1,-1
CCCCc1c(C)c2ccc(OCC(C)=O)cc2oc1=O,2,3,0,3,-6,1.2,-6,14,-2,1
COC(=O)C1=C(C)N(c2cccc(OC)c2)C(=O)/C1=C\c1ccco1,-2,4,0,5,-12,-3.0,11,-6,0,-9
C=CCn1c(SCC(=O)Nc2ccc3c(c2)OCCO3)nc2cc(C(=O)O)ccc2c1=O,-4,5,2,9,1,1.2,0,-7,-7,-1
O=C(CN1CCC(n2nnc3cc(C(F)(F)F)ccc32)CC1)N1CCc2ccccc21,0,-2,1,3,7,0.1,-2,-18,-12,-2
O=C(CN1C(=O)c2cccc3cccc1c23)NCC1CCCO1 (configuration not stated),0,0,-1,-4,-2,-1.7,-5,1,4,-3
O=C(c1cccs1)N1C[C@@H](n2cc(C3CC3)nn2)[C@H](O)C[C@@H]1c1ccccc1,2,-4,2,-2,1,-0.4,-1,-17,3,-4
COc1cc(OC)c(C(=O)OCC(=O)Nc2ccc(N3CCOCC3)cc2)cc1OC,1,-1,1,-9,4,-1.3,-2,-14,-4,-1
COc1ccc(OC)c(NC(=O)Nc2nc(C(C)N)cs2)c1 (configuration not stated),4,-1,1,-5,x,0.1,-8,-6,-5,8
O=C1c2c(-c3ccc(Br)cc3)noc2CCN1Cc1cn(Cc2ccccc2)nn1,-2,4,4,6,x,-0.7,-2,-3,1,0
CCc1ccc(NC(=O)CS(=O)CC(=O)Nc2ccc(-n3cnnn3)c(C)c2)cc1 (configuration not stated),0,-1,-4,0,-4,-0.1,-5,5,5,2
CC(C)C[C@H]1CN=C(N(C)C)N1CCc1cccc(F)c1,-4,3,-3,0,7,0.2,-4,1,4,-3
C[C@H](CO)NC(=O)[C@H](C)[C@H]1C[C@]1(C)[C@H](NC(=O)OCc1ccccc1)c1ccccc1,-2,-1,0,-3,-2,-1.0,1,-5,10,1
CCCn1c(=S)[nH]c2cc(C(=O)N3CCN(C)CC3)ccc2c1=O,0,-5,-3,-9,8,-0.7,-3,6,0,1
CCN(CCO)C(=O)C(c1ccccc1)c1ccccc1,-2,-1,0,0,-1,-1.7,2,-1,2,-1
CC(CN1CCOCC1)OC(=O)c1ccc2c(c1)OCCO2 (configuration not stated),-1,3,-1,2,1,0.4,-2,1,3,2

An excerpt from above in order of their number in LEDGF integ inh, rising.
SMILES | LEDGF integ inh | PRMT1 inh | Tn7 DDE FP | HTRA1 inh | PG9 Ab binder | TDP2 inh | TCR-CD3 inh | SIAE inh
CC(C)C[C@H]1CN=C(N(C)C)N1CCc1cccc(F)c1 | -4 | 3 | 0 | 7 | 0.2 | 1 | 4 | -3
O=C(CN1CCC(n2nnc3cc(C(F)(F)F)ccc32)CC1)N1CCc2ccccc21 | 0 | -2 | 3 | 7 | 0.1 | -18 | -12 | -2
O=[N+]([O-])c1ccccc1-n1cnc2ccccc21 | 1 | -2 | -5 | -6 | -1.9 | -4 | 4 | -3

The list continues.
compound,LEDGF integ inh,PRMT1 inh,UHRF1 binding,Tn7 DDE FP,HTRA1 inh,PG9 Ab binder,mABHD4 FP,TDP2 inh,TCR-CD3 inh,SIAE inh
Cc1ccc(/C=C/C(=O)N2CC(C)CC(C)C2)o1 (configuration not stated),-1,40*,3,-6,-5,-0.9,2,-4,-5,-1
C#CCNC(=O)C1=C[C@H](c2ccc(Br)cc2)C[C@H](OCc2ccc(CO)cc2)O1,-2,3,8,-6,-53,1.6,-23,-14,-5,-12
O=C(CCCc1ccccc1)Nc1ccc(S(=O)(=O)N2CCOCC2)cc1,-2,1,4,3,1,0.3,-5,-13,3,-6
Cc1[nH]c2ccccc2c1CC(=O)Nc1ccc(Nc2cccnc2)c(Br)c1,-1,0,-4,-3,x,-1.9,5,2,-6,12
Cc1cccc(S(=O)(=O)N(C)C[C@H]2OCc3cn(nn3)CCCC(=O)N([C@H](C)CO)C[C@@H]2C)c1,1,-1,-3,0,4,0.2,-3,-3,4,11
CN(C)S(=O)(=O)Nc1cccc(Br)c1,-2,-3,0,0,3,-0.7,0,2,13,2
CCN(CC(=O)Nc1ccccc1C(F)(F)F)C(=O)c1ccc2c(c1)NC(=O)CS2,0,1,2,0,-3,-1.6,7,2,-1,-4
CN(CCc1ccccc1)C(=O)c1ccc(NC(=O)Cc2cccc(NC(=O)C3CCN(S(=O)(=O)c4cccc([N+](=O)[O-])c4)CC3)c2)cc1,-1,-4,-2,7,-38,-0.3,-59,3,10,-42
CNC(=O)[C@@H]1C[C@H]1[C@@H](NC(=O)OCc1ccccc1)c1ccccc1,-2,1,1,5,1,0.1,-1,-4,5,4
Cc1ccc(OCCn2cc(/C=N/NC(=O)c3ccncc3)c3ccccc32)cc1,-2,-1,-7,-5,-11,1.6,-3,3,-7,29*
CCOc1ccccc1CNC(CC)CO (configuration not stated),-3,-2,-1,1,2,-0.5,0,-10,3,2
CCCc1nn(C)c(C(=O)Nc2ccc3ccccc3c2)c1Cl,4,-3,8,4,-6,0.8,-9,-10,-5,-1
Cc1ccc(Oc2ccccc2/C=N/O)cc1,1,-2,-1,-1,-7,-0.6,-14,3,3,5
CC1CCN(C(=O)C(=O)Nc2sc3c(c2C(N)=O)CC(C)(C)OC3)CC1,0,-1,-1,3,6,0.1,6,-10,4,0
CCC(CC)NC(=O)c1ccc(NS(=O)(=O)c2ccc3[nH]c(=O)[nH]c3c2)cc1,1,-3,3,-7,7,1.5,-8,-7,-3,-5
CCOc1ccc(CCNC(=O)COC(=O)c2cccc(S(=O)(=O)N3CCOCC3)c2)cc1OCC,-1,-4,1,-7,-2,-2.1,-1,-5,-5,-7
CN(CC(=O)Nc1ccc(F)c(F)c1F)C(=O)c1ccc(-n2cncn2)c([N+](=O)[O-])c1,2,2,5,-4,0,-2.1,3,12,0,-6
CCN1CCN(C(=O)c2cc(-c3ccco3)nc3ccccc23)CC1,1,4,5,6,5,0.3,12,-8,5,0
O=C(COC(=O)c1nc(Cl)ccc1Cl)c1ccc[nH]1,-2,3,0,5,2,0.1,-1,1,-1,-3
O=C1CCS/C(=N\N=C\c2ccc(Cl)cc2Cl)N1,-3,0,3,-8,10,1.2,-1,-3,-8,-5
CCOC(=O)N1CCN(C(=O)c2cc3c(=O)n4ccccc4nc3s2)CC1,4,-4,1,4,6,-0.9,5,7,0,-1
c1ccc(Cn2c(SCC3CCC3)nnc2-c2cccnc2)cc1,-2,1,0,-2,x,x,3,4,x,1
O=C(CCCSc1nc2sc3c(c2c(=O)[nH]1)CCC3)NCCCO,1,-4,-4,-4,0,0.1,-6,13,5,1
Cc1ccc(-c2nnc(N)s2)cc1,-1,2,0,5,1,-0.5,-11,3,-14,-3
O=C(CN1C(=O)CCSc2ccccc21)Nc1cccc(Cl)c1F,-3,16,1,1,x,x,4,0,x,-2
Cc1c(Cl)cccc1NC(=O)c1ccc(-n2ccnc2)nc1,0,-3,7,-6,-1,0.1,-4,-2,3,11

Reprinted at random: 4 records from the list.
compound,LEDGF integ inh,PRMT1 inh,UHRF1 binding,Tn7 DDE FP,HTRA1 inh,PG9 Ab binder,mABHD4 FP,TDP2 inh,TCR-CD3 inh,SIAE inh
O=C(CCNC(=O)C1CCN(S(=O)(=O)c2ccc(F)cc2)CC1)NCc1ccc(Cl)cc1,2,2,0,5,9,-0.1,2,14,3,1
O=C(CCCSc1nc2sc3c(c2c(=O)[nH]1)CCC3)NCCCO,1,-4,-4,-4,0,0.1,-6,13,5,1
CCOC(=O)N1CCN(C(=O)c2cc3c(=O)n4ccccc4nc3s2)CC1,4,-4,1,4,6,-0.9,5,7,0,-1
CCCn1c(=S)[nH]c2cc(C(=O)N3CCN(C)CC3)ccc2c1=O,0,-5,-3,-9,8,-0.7,-3,6,0,1

Compound activity as filed in PubChem.
